PRMT1 inh: PRMT1 (human) inhibition, primary screen; recombinant PRMT1, activity-based probe fluorescence polarization; inhibition, % at 2.79 µM; 370,000 tested, 1.3% active;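 active = inhibition above about 21% made by adding two undisclosed values, limit read from the data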
SIAE inh: inhibitors of human sialic acid acetylesterase SIAE; 370,000 tested, 0.69% active; inhibition, % at 9.66 µM; SIAE FP-Rh probe binding, fluorescence polarization; Q9HAT2;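 active = inhibition above a cutoff: mean of compounds within the control limits plus 3 SD of those, cut at about 17% in these data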;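 note: 0% = plate median of compound wells and 100% = probe without SIAE protein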
TCR-CD3 inh: human TCR-CD3 binding inhibition; inhibition, % at 9.4 µM; TAMRA-labeled TCR probe fluorescence, biochemical; 360,000 tested, 0.37% active; in the data active = inhibition above about 19%;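 note: recombinant mutant TCR 2C K166C tagged with TAMRA read by polarization; 0% = receptor in buffer alone and 100% = receptor with positive control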
MBD2 DNA inh: blocks human MBD2 binding to methylated DNA. Q9UBB5. TR-FRET, MBD2 binding to methylated oligonucleotide. 370,000 tested, 0.31% active. inhibition, % at 4.4 µM; in the data active = inhibition above about 13%
ABHD4 inh: ABHD4 (mouse) inhibition, primary FP screen; purified mABHD4, FP-Rh probe fluorescence polarization; inhibition, % at 8.92 µM; 370,000 tested, 0.54% active; AID 720543;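 active = inhibition exceeding the mean over every tested compound plus 3 SD, cut at about 30% in these data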;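 note: 0% = plate median of compound wells and 100% = S159A mutant with DMSO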
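Test system: mABHD4 protein | Buffer or medium: HEPES pH 7.0 buffer, 150 mM NaCl, 0.01% Pluronic F-127 | Probe or stimulus: FP-Rh fluorescent activity-based probe, added after compound pre-incubation | Timing: Pre-incubation 45 min, probe exposure 60 min, at 25 °C | Technique: Fluorescence polarization, excitation 525 nm, emission 598 nm, BODIPY TMR filters | Repeats: Single well per compound (singlicate)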
GC-B act: GC-B (human) receptor activation; P20594; HEK293-GC-B cells, CNP EC30, cGMP TR-FRET; 0% at EC30 CNP, 100% saturating CNP; activation, % at 10 µM; 370,000 tested, 0.11% active; AID 1920062;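 active = activation at 10 µM reaching about 35% in either raw or pattern-adjusted values, limit read from the data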
Target sequence (P20594 whole entry, looked up): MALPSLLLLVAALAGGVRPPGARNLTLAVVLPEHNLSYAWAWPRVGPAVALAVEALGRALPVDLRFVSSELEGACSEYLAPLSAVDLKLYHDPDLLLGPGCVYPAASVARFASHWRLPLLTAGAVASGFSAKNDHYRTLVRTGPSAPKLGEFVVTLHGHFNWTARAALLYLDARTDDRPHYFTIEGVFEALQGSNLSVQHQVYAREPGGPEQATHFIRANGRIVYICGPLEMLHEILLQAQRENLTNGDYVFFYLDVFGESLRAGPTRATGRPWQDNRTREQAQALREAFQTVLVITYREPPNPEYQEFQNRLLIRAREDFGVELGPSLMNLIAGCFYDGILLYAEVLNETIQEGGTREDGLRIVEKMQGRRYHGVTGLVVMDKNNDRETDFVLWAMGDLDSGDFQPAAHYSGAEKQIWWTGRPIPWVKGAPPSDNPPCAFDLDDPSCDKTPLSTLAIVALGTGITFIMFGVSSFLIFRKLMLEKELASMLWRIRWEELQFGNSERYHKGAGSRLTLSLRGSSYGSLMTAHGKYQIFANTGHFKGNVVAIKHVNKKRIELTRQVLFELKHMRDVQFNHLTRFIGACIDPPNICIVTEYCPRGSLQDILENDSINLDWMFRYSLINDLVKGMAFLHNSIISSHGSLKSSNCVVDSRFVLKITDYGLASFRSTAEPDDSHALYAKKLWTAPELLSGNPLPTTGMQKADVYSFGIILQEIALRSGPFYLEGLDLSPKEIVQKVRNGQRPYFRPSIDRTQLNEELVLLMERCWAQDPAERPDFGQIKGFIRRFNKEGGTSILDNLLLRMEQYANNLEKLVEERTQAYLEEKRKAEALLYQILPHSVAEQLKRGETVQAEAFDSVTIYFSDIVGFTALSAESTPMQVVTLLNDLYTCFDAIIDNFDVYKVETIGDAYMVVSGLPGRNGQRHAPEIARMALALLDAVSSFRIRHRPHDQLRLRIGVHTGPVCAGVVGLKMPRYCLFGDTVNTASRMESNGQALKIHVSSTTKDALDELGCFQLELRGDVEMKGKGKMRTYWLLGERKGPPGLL
HTRA1 inh: HTRA1 (human) protease inhibition | recombinant HTRA1, FP-rhodamine activity-based probe, fluorescence polarization | inhibition, % at 5.96 µM | 340,000 tested, 0.5% active; in the data active = inhibition above about 36%;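 note: 0% = enzyme with DMSO and 100% = wells lacking enzyme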
rCAG RNA binder: binds r(CAG) RNA repeats; r(CAG) RNA repeat, TO-PRO-1 dye displacement fluorescence; inhibition, % at 3 µM; 370,000 tested, 1.3% active;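 active = inhibition above the plate cutoff, the mean of all test compounds on that plate plus 3 SD, cut at about 35% in these data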;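 note: 0% = DMSO alone and 100% = 100 µM mitoxantrone as full dye displacement; higher means more dye released from RNA so lower well fluorescence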
LEDGF integ inh: blocks HIV-1 LEDGF/p75-dependent DNA integration | TR-FRET IN-LEDGF/p75 DNA integration, Eu/Cy5 | inhibition, % at 3.7 µM | 370,000 tested, 0.64% active;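 active = inhibition above the screen-wide mean plus 3 SD, cut at about 13% in these data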;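 note: signal is the Cy5 over europium emission ratio at 671 and 618 nm; 0% = plate median of compound wells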
TDP2 absorb: TDP2 (human) inhibition, absorbance primary screen; AID 720702; 370,000 tested, 0.34% active; inhibition, % at 12.8 µM; recombinant TDP2, T5PNP hydrolysis, p-nitrophenol absorbance 415 nm;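 active = inhibition above the mean of all tested compounds plus 3 SD, set per campaign, cut at about 25% in these data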;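 note: 0% = DMSO with enzyme and 100% = buffer with substrate but no TDP2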
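Evaluation: % inhibition relative to enzyme-containing and enzyme-free wells. Material: recombinant human TDP2. Benchmarks: enzyme-free and DMSO wells. Timing: enzyme reaction with compound for 2 h at 37 °C. Compound dosing: 12.8 µM only. Measured by: p-Nitrophenol epi absorbance. Reagent: T5PNP substrate at 5 mM, a TopII-DNA adduct mimic. Replication: single well per compound.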
* marks the source's active call; other numbers are inactive results; . = no result given. A portion of the library; the hit share may differ from the screen's.

SMILES	PRMT1 inh	SIAE inh	TCR-CD3 inh	MBD2 DNA inh	ABHD4 inh	GC-B act	HTRA1 inh	rCAG RNA binder	LEDGF integ inh	TDP2 absorb
COC(=O)[C@]12C[C@H](CC(=O)NCc3ccc(OC)c(OC)c3)C(=O)N(Cc3ccc(Cl)cc3Cl)C1=C[C@H](C(C)(C)C)O[C@@H]2C	-1	-8	.	-4	-14	-14	.	6	-1	-2
O=C(CSCc1c(Cl)cccc1Cl)NCc1ccccn1	4	6	-8	2	1	-2	8	-6	-3	8
Clc1ccc2c(N/N=C/c3ccc(Br)cc3)ccnc2c1	3	19*	-4	-1	14	-1	-9	18	-1	10
COC(=O)C1(C(F)(F)F)N=C(N(C)C)OC(N(C)C)=N1	-3	-4	-7	-2	6	7	-4	-2	0	1
Cc1csc(NS(=O)(=O)c2ccc(Cl)cc2)n1	0	8	8	3	7	-2	-1	12	-3	6
CC(=O)NC1=NN(C(C)=O)C(c2ccccc2)S1 (stereo not given)	-4	-3	1	2	-5	1	-6	9	4	-11
O=C(Nc1ccc2oc(=O)c(C(=O)O)cc2c1)Oc1ccccc1	3	2	-4	4	2	2	-6	6	0	1
CCc1ccc(CNC(=O)CCc2nnc(CCc3ccc(OC)cc3)o2)nc1	-2	5	8	4	2	-1	4	-4	-1	5
CC1CCCN(CC(O)CN2CCN(CC(O)CN3CCCC(C)C3)C(C)C2)C1 (stereo not given)	-4	-5	5	2	2	2	5	0	4	6
COc1ccc(S(=O)(=O)N(CC(=O)NCc2ccccn2)Cc2ccccc2)cc1	-2	-1	-8	0	5	2	4	-6	-2	3
O=C(NC1CCC(O)CC1)c1ccc(S(=O)(=O)NCc2ccco2)cc1 (stereo not given)	-3	0	3	2	5	1	3	2	-2	6
CN(Cc1ccccc1)C(=O)c1nc[nH]c1C(=O)N1CCN(C(=O)OC(C)(C)C)CC1	-5	-5	4	-2	-5	-4	1	-8	1	-11
Cc1cc(C[n+]2ccccc2)c2nsnc2c1	-5	1	-2	2	-1	1	2	-2	-2	4
CCC(C)(C)NC(=O)CSc1nc(Cc2ccccc2)nc2ccccc12	-2	-4	3	1	-8	-6	-35	-4	-5	1
CCN(C(=O)COC(=O)c1c(-c2ccccc2)noc1C)C1CCS(=O)(=O)C1 (stereo not given)	3	0	1	2	-4	1	-3	4	-6	6
C#CCOCCOCCOCCNc1nc(N2CCN(C(=O)Cn3cc(CCCN=C(N)N)nn3)CC2)nc(N2CCN(C(=O)[C@H]([C@@H](C)O)n3cc(CCCCN)nn3)CC2)n1	1	1	3	-2	3	4	-4	1	-4	1
COc1ccc(C(=O)N2CCN(c3ccccc3OC)CC2)cc1	-7	0	4	0	0	0	1	-8	1	-9
N#Cc1cnc(NCc2ccc(Cl)cc2Cl)nc1	-4	-1	-2	-5	-3	4	0	0	5	0
Cc1nc2ccccc2c2c1C(=O)N(C)C2=O	-1	4	6	-8	-1	-5	2	2	0	-5
NC(=O)COC(=O)c1cc(Cl)cc(Cl)c1N	8	2	-2	32*	-4	-2	-2	6	-9	-12
COCn1c(C(O)c2ccccc2)cc2ccccc21 (stereo not given)	-1	1	-3	1	-1	-4	-6	-4	5	-7
CCc1cccc(CC)c1NC(=S)N1CCn2cccc2C1c1cccnc1 (stereo not given)	-2	-3	2	3	2	-3	5	2	0	14
CCn1c(SCC(=O)N2CCc3ccccc3C2)nc2c1c(=O)n(C)c(=O)n2C	-2	1	1	2	-4	5	-4	-2	2	3
O=C(CN1CCN(c2ccccc2)CC1)Nc1ccc(-n2cnnn2)cc1	-2	7	6	-1	-4	2	4	-3	1	4
O=C(NCc1ccc(F)cc1)c1cnc(-c2ccccn2)nc1C(F)(F)F	-1	-5	-5	4	-6	1	9	-4	3	6
N=c1sccn1CC(=O)Nc1ccc2c(c1)CCC2	5	-3	-2	5	-14	4	12	3	1	0
COc1ccc(N(CC(=O)NCc2ccc(Cl)cc2)S(=O)(=O)c2c(C)noc2C)cc1	3	-3	-4	-1	-4	-2	-3	0	1	1
Cc1ccccc1-c1cnc(C(O)c2ccc(C(C)(C)C)cc2)[nH]1 (stereo not given)	-5	3	-4	-2	4	-5	.	-3	-3	-9
Cc1nc(COc2cccc(Cl)c2)sc1C(=O)/C=C/N(C)C	-3	-4	-5	1	-7	1	-42	7	0	-5
COc1ccc(C2c3ccc(O)cc3Oc3ncn4nc(-c5cccnc5)nc4c32)cc1OC (stereo not given)	-2	-6	11	0	-28	2	-56	9	3	2

A different layout for some results above.
molecule | PRMT1 inh | SIAE inh | TCR-CD3 inh | MBD2 DNA inh | ABHD4 inh | GC-B act | HTRA1 inh | rCAG RNA binder | LEDGF integ inh | TDP2 absorb
Cc1csc(NS(=O)(=O)c2ccc(Cl)cc2)n1 | 0 | 8 | 8 | 3 | 7 | -2 | -1 | 12 | -3 | 6
CC(=O)NC1=NN(C(C)=O)C(c2ccccc2)S1 (stereo not given) | -4 | -3 | 1 | 2 | -5 | 1 | -6 | 9 | 4 | -11
O=C(Nc1ccc2oc(=O)c(C(=O)O)cc2c1)Oc1ccccc1 | 3 | 2 | -4 | 4 | 2 | 2 | -6 | 6 | 0 | 1
CCc1ccc(CNC(=O)CCc2nnc(CCc3ccc(OC)cc3)o2)nc1 | -2 | 5 | 8 | 4 | 2 | -1 | 4 | -4 | -1 | 5
CC1CCCN(CC(O)CN2CCN(CC(O)CN3CCCC(C)C3)C(C)C2)C1 (stereo not given) | -4 | -5 | 5 | 2 | 2 | 2 | 5 | 0 | 4 | 6
COc1ccc(S(=O)(=O)N(CC(=O)NCc2ccccn2)Cc2ccccc2)cc1 | -2 | -1 | -8 | 0 | 5 | 2 | 4 | -6 | -2 | 3
O=C(NC1CCC(O)CC1)c1ccc(S(=O)(=O)NCc2ccco2)cc1 (stereo not given) | -3 | 0 | 3 | 2 | 5 | 1 | 3 | 2 | -2 | 6
CN(Cc1ccccc1)C(=O)c1nc[nH]c1C(=O)N1CCN(C(=O)OC(C)(C)C)CC1 | -5 | -5 | 4 | -2 | -5 | -4 | 1 | -8 | 1 | -11
Cc1cc(C[n+]2ccccc2)c2nsnc2c1 | -5 | 1 | -2 | 2 | -1 | 1 | 2 | -2 | -2 | 4
CCC(C)(C)NC(=O)CSc1nc(Cc2ccccc2)nc2ccccc12 | -2 | -4 | 3 | 1 | -8 | -6 | -35 | -4 | -5 | 1
CCN(C(=O)COC(=O)c1c(-c2ccccc2)noc1C)C1CCS(=O)(=O)C1 (stereo not given) | 3 | 0 | 1 | 2 | -4 | 1 | -3 | 4 | -6 | 6
C#CCOCCOCCOCCNc1nc(N2CCN(C(=O)Cn3cc(CCCN=C(N)N)nn3)CC2)nc(N2CCN(C(=O)[C@H]([C@@H](C)O)n3cc(CCCCN)nn3)CC2)n1 | 1 | 1 | 3 | -2 | 3 | 4 | -4 | 1 | -4 | 1
COc1ccc(C(=O)N2CCN(c3ccccc3OC)CC2)cc1 | -7 | 0 | 4 | 0 | 0 | 0 | 1 | -8 | 1 | -9
N#Cc1cnc(NCc2ccc(Cl)cc2Cl)nc1 | -4 | -1 | -2 | -5 | -3 | 4 | 0 | 0 | 5 | 0

Next section:
SMILES	PRMT1 inh	SIAE inh	TCR-CD3 inh	MBD2 DNA inh	ABHD4 inh	GC-B act	HTRA1 inh	rCAG RNA binder	LEDGF integ inh	TDP2 absorb
COC(=O)[C@]1(Sc2ccc(C)cc2)CC(=O)N[C@@H]1c1ccco1	21*	2	-8	2	0	-3	.	5	-3	-4
Cc1n[nH]c(=O)nc1NCC1CCCO1 (stereo not given)	0	0	-5	3	-1	-2	-2	-2	1	3
O=C(CSc1nccn1-c1ccccc1)NO	4	2	-2	6	-8	-2	11	1	3	-6
COCCn1c(SCc2nc3cc(OC)c(OC)cc3c(=O)[nH]2)nnc1-c1ccncc1	0	3	1	-4	4	-2	-1	4	3	-7
Cc1cc(C)c(C)c(S(=O)(=O)N[C@@H](C)C(=O)OCC(=O)NC2CCCC(C)C2C)c1C (stereo not given in full)	-3	-2	-3	-5	1	-1	-1	2	2	-2
Cc1ccc(C(=O)C(C)OC(=O)c2ccccc2[N+](=O)[O-])cc1 (stereo not given)	0	3	7	4	6	-4	-1	-5	0	0
Brc1cccc(CNn2cnnc2)c1	-6	10	2	0	0	2	4	1	3	-6
CC1CCCC(C)N1C(=O)COC(=O)c1ccc2ccccc2n1 (stereo not given)	-2	5	0	3	1	-3	3	1	2	4
CC(=O)OCC(=O)c1ccc2ccn(C(C)=O)c2c1	2	1	7	3	6	-10	-1	-1	2	1
Cc1ccc(N2C(=O)N(CC(=O)NCc3ccc(Cl)cc3)C(=O)C2C)cc1 (stereo not given)	0	4	2	-5	-1	2	-6	-2	-1	5
Cc1ccc(S(=O)(=O)CCC(=O)OCC(=O)c2ccc(F)cc2)cc1	2	2	-9	4	1	-6	-4	-1	-7	-8
CN(CCC1CCCCO1)C(=O)CCc1nnc(C2CCCCC2)o1 (stereo not given)	1	10	1	4	3	0	6	-9	0	13
CC(C(=O)Nc1ccccc1-c1ccccc1)N(C)Cc1nc2ccccc2c(=O)[nH]1 (stereo not given)	0	-4	-4	6	-2	-9	-2	-1	-3	-7
CC(C)(C)c1ccc(NC(=O)CC2(C(F)(F)F)OCCO2)cc1	-1	-4	-2	-3	-13	5	7	2	8	-17
CN(CC(=O)Nc1cccc(F)c1)CC(=O)N(C)c1c(N)n(Cc2ccccc2)c(=O)[nH]c1=O	-4	-13	3	5	-2	-2	5	-1	4	-21
CCOc1cccc(C=NNC(=O)C(=O)Nc2cccc(C(F)(F)F)c2)c1O	2	4	8	3	8	-1	.	8	-6	-10
COC(=O)Cn1cnc2c1c(=O)n(C)c(=O)n2C	-2	5	4	-4	1	2	2	1	-1	3
O=C(COc1ccc(S(=O)(=O)NCc2ccccc2)cc1Cl)NCc1ccccn1	9	-2	-6	-3	-2	-1	-5	-2	-5	-5
COC(=O)[C@@]12CCCCC3=C1N(CCC3)C(=O)[C@H]2CC(=O)NCCCCc1ccccc1	0	7	.	3	2	-1	.	-3	0	0
N=c1c2c(-c3ccccc3)c(-c3ccccc3)n(CCc3ccccc3)c2ncn1CCO	3	4	.	4	7	-30	.	10	-2	4
Cc1cnc(Nc2nc3ccccc3o2)nc1C(=O)Nc1cccc(C(F)(F)F)c1	-2	4	-1	-2	0	0	1	0	2	5
O=C(COc1ccccc1)NCC(=O)N/N=C/c1ccc(O)cc1O	-1	4	3	1	0	-1	4	0	-5	-17
COc1ccc(C(O)c2nc(-c3ccc4c(c3)OCO4)cs2)cc1 (stereo not given)	3	-2	-5	6	-15	-1	.	3	-1	3

High-throughput results deposited in PubChem by several laboratories.
